Screens from PubChem.
DT40 TDP1 no CPT – qHTS for Inhibitors of human tyrosyl-DNA phosphodiesterase 1 (TDP1): qHTS in cells in absence of CPT | AID 686978, 2013 | DT40 Tdp1-/- hTDP1 cells, no CPT, ATP luminescence, 48 h | Potency, µM (highest dose often 46.2 µM), without a hit: top-dose activity change, negative = growth inhibition, hits mostly inhibitors | hit rate 15% among 420,000; also: nearly all actives have a fitted effect of over 55% in size
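Compound effects on proliferation are scored in DT40 Tdp1-/-;hTDP1 cells in the absence of CPT. ATP levels (CellTiter-Glo luminescence) are recorded after a ≥48 hr, 37 °C incubation.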
N370S GC – inhibits or activates N370S mutant glucocerebrosidase | N370S GC spleen homogenate, 4MU-glucoside fluorescence | P04062 | hit rate 0.092% among 330,000 | Potency, µM (titrated, usually from 59.4 µM), inactives show at the highest dose activity change, negative = inhibition, hits mostly inhibitors;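 also: 0% = full enzyme activity and -100% = no enzyme basal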
TDP1 block – inhibitors of human tyrosyl-DNA phosphodiesterase TDP1. Q9NUW8. recombinant TDP1, AlphaScreen DNA substrate cleavage. Potency, µM (titrated, usually from 130 µM), for inactives: top-dose activity change, negative = inhibition, most hits filed as inhibitors. hit rate 0.28% among 350,000. AID 485290; also: nearly all actives have a fitted effect of over 40% in size
Target sequence (Q9NUW8 whole entry, looked up): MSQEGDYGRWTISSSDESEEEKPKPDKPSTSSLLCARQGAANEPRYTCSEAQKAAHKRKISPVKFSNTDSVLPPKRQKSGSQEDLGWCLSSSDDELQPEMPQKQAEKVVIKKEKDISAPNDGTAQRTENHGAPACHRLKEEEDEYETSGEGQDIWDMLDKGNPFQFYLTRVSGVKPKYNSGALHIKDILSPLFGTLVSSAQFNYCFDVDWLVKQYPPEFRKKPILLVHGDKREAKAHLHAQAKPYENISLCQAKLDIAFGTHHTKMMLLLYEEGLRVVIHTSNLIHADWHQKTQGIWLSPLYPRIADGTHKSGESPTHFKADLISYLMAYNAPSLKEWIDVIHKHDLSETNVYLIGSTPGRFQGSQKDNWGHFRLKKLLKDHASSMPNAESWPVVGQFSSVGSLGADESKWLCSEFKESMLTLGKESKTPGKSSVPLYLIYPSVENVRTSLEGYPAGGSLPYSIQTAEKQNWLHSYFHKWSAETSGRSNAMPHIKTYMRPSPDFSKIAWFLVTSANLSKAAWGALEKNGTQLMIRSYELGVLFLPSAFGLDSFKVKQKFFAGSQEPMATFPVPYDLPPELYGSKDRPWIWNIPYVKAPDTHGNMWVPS
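Here, a 5' biotin and 3' phosphotyrosine-FITC DNA oligonucleotide reports Tdp1 activity: intact substrate bridges AlphaScreen beads, while cleavage leaves a 3' phosphate and drops signal. All incubations at room temperature.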
* hit, by the source's call; ? = inconclusive; nt = no result given; & = joins results of further samples; ! = not active in a repeat; [ ] = remark or other dose. Calls follow the shape of the dose curve; as a rule, active = well fitted curve in the direction sought with a large enough effect; inconclusive = small, poorly fitted or top-dose-only effect, or another doubt; inactive = no such curve, though single readings can be large; an effect the other way counts as inactive or inconclusive. Unless noted, % is scaled to controls: 0 for no effect and ±100 for the full control effect; potency is read from the fitted curve at half-maximal effect. Not all compounds are listed, so the mix of outcomes need not match the whole.

Values run as follows: DT40 TDP1 no CPT, N370S GC, TDP1 block
- c1cncc(CNC2=NCCCCC2)c1
→ 4%, 1%, -2%
- O=C(O)Cn1cc(/C=C2\C(=O)NC(=O)N(c3ccc(Cl)cc3)C2=O)c2ccccc21
→ 2%, 1%, nt
- CCCCn1c(N)c(C(=O)NCCN2CCOCC2)c2nc3ccccc3nc21
→ 23µM*, 14%, 2%
- O=C1NC(=O)N(Cc2ccc(F)cc2)C(=O)/C1=C\C=C\c1ccco1
→ 7.3µM*, 12%, nt
- COP(=O)(NS(=O)(=O)c1ccccc1)OC
→ 10%, 9%, 1%
- COc1ccc(C(=O)CC2(CC(=O)c3ccc(OC)cc3)C(=O)N(C)C(=O)N(C)C2=O)cc1
→ 4%, 0%, 5%
- N#Cc1nn(-c2c(Cl)cc(C(F)(F)F)cc2Cl)c(N)c1S(=O)C(F)(F)F (stereo unspecified)
→ 8.6µM*, ?, 2%
- CN1C(=O)C(Cc2ccsc2)C(=O)N(C)C1=O
→ -23%, 0%, 4%
- CC(=NCc1ccc2c(c1)OCO2)c1c(O)[nH]c(=O)[nH]c1=O
→ -21%, -2%, 2%
- Cc1ccccc1C(=O)Nc1cc(-c2ccc(Cl)cc2)nn1-c1ccccc1
→ ?, nt, -3%
- O=C(Oc1ccccc1)N1CCC2(CCCN(Cc3ccccc3)C2)CC1
→ ?, -19%, nt
- c1ccc(-n2ccnc2)cc1
→ -7%, 8%, nt
- NCCc1ccc(O)cc1
→ ?, ?, 8%
- Nc1ccc(-c2ccc(N)c(N)c2)cc1N
→ nt, -3%, 19%
- C[C@]12CCC3C(CC[C@]4(O)C[C@@H](O)CC[C@]34C=O)[C@@]1(O)CC[C@@H]2C1=CC(=O)OC1 (stereo partly specified)
→ 6µM*, -3%, 5%
- Cc1cc(OC(C)C(=O)N[C@H](C(=O)O)c2ccccc2)c2c3c(c(=O)oc2c1)CCC3 (stereo partly specified)
→ -4%, 6%, nt
- CCOC(=O)C1CN(C)CCC1=O (stereo unspecified)
→ -26%, -2%, -2%
- O=C(Cn1cnc2sc3c(c2c1=O)CCCC3)NCCCC(=O)N1CCC2(CC1)OCCO2
→ -15%, -14%, 3%
- N[C@@H]1C[C@H]1c1ccccc1
→ 0%&-18%, -14%, nt
- O=C(COC(=O)c1ccccc1)Nc1ccc(Cl)cc1C(=O)c1ccccc1
→ ?, 10%, 3%

A run of entries taken from the entries so far, for reference:
Values run as follows: DT40 TDP1 no CPT, N370S GC, TDP1 block
- N#Cc1nn(-c2c(Cl)cc(C(F)(F)F)cc2Cl)c(N)c1S(=O)C(F)(F)F (stereo unspecified)
→ 8.6µM*, ?, 2%
- CN1C(=O)C(Cc2ccsc2)C(=O)N(C)C1=O
→ -23%, 0%, 4%
- CC(=NCc1ccc2c(c1)OCO2)c1c(O)[nH]c(=O)[nH]c1=O
→ -21%, -2%, 2%
- Cc1ccccc1C(=O)Nc1cc(-c2ccc(Cl)cc2)nn1-c1ccccc1
→ ?, nt, -3%
- O=C(Oc1ccccc1)N1CCC2(CCCN(Cc3ccccc3)C2)CC1
→ ?, -19%, nt
- c1ccc(-n2ccnc2)cc1
→ -7%, 8%, nt
- NCCc1ccc(O)cc1
→ ?, ?, 8%
- Nc1ccc(-c2ccc(N)c(N)c2)cc1N
→ nt, -3%, 19%
- C[C@]12CCC3C(CC[C@]4(O)C[C@@H](O)CC[C@]34C=O)[C@@]1(O)CC[C@@H]2C1=CC(=O)OC1 (stereo partly specified)
→ 6µM*, -3%, 5%
- Cc1cc(OC(C)C(=O)N[C@H](C(=O)O)c2ccccc2)c2c3c(c(=O)oc2c1)CCC3 (stereo partly specified)
→ -4%, 6%, nt
- CCOC(=O)C1CN(C)CCC1=O (stereo unspecified)
→ -26%, -2%, -2%
- O=C(Cn1cnc2sc3c(c2c1=O)CCCC3)NCCCC(=O)N1CCC2(CC1)OCCO2
→ -15%, -14%, 3%
- N[C@@H]1C[C@H]1c1ccccc1
→ 0%&-18%, -14%, nt
- O=C(COC(=O)c1ccccc1)Nc1ccc(Cl)cc1C(=O)c1ccccc1
→ ?, 10%, 3%

Next structures:
Values run as follows: DT40 TDP1 no CPT, N370S GC, TDP1 block
- CC[C@]12C=CCN3CCC4(c5cc(Br)c(OC)cc5N(C)C4[C@@](O)(C(=O)OC)[C@@H]1OC(C)=O)C32 (stereo partly specified)
→ ?, -29%, 6%
- CCS(=O)(=O)Nc1cccc(C(=C2CCCCC2)c2cnc[nH]2)c1
→ 21µM*, -15%&-14%, 11%[56.1 µM]
- Cc1ccc2c(c1)C1CN(C)CCC1N2S(=O)(=O)c1ccccc1 (stereo unspecified)
→ -5%, -15%, -4%
- CCC(=O)Nc1cc(C(=O)O)ccc1S(=O)(=O)c1ccc(C)cc1
→ 3%, -6%, 20µM*
- O=C1c2ccccc2-c2cccc3cccc1c23
→ 18µM*!, -3%, 12%[56.1 µM]
- O=C1NC(=O)N(c2ccccc2F)C(=O)/C1=C/c1ccc(Oc2ccc([N+](=O)[O-])cn2)cc1
→ 12%, -8%, -8%
- CC(=O)OCC1=C(C(=O)[O-])N2C(=O)[C@@H](NC(=O)CCC[C@@H](N)C(=O)[O-])[C@H]2SC1.[Zn+2]
→ nt, -9%, ?
- C=C(C)C#N
→ nt, -9%, 18%
- O=C1c2ccccc2C2(c3ccc(Cl)cc3)NCCN12 (stereo unspecified)
→ -16%, 22%, 6%
- COc1ccc(NC(=O)c2ccc(COCC(F)(F)C(F)F)cc2)cc1
→ ?, 7%, -5%
- Cc1ccc(C)c(N2CCN(c3nc4ccc(Cl)cc4n4cnnc34)CC2)c1
→ 16µM*, nt, -3%
- c1cnc(N2CC3(CCNCC3)C2)nc1
→ -7%, 5%, nt
- C=CCn1c(O)c(C(C)=Nc2ccc(C(=O)O)cc2)c(=O)[nH]c1=O
→ 2%, -2%, nt
- O=C1CN(O)C(c2ccccc2)=c2cc(Cl)ccc2=N1
→ -1%&-28%, -10%, 3%
- ClCC(Cl)CCl
→ nt, -9%, 6%
- CCCC[N+]12CCC(CC1)C(C(O)(c1ccccc1)c1ccccc1)C2 (stereo unspecified)
→ -25%, 3%, 2%
- NC1=N[C@H](O)[C@H]2C3O[C@]4(O)O[C@H](C(O)[C@@]2(N1)[C@@H]4O)C3(O)CO (stereo partly specified)
→ nt, 10%, 17%
- CC(C)C/C(=N/O)c1cn(C)c2ccccc12
→ -5%, 3%, 0%
- CCOc1ccc(N2C(=O)/C(=C/c3ccco3)C(=O)NC2=S)cc1
→ 0%, -3%, nt
- COc1cc2c(c3oc4cccc(O)c4c(=O)c13)C1C=CO[C@@H]1O2 (stereo partly specified)
→ nt, -11%, 3%
- Fc1ccccc1CNCCc1c[nH]c2ccccc12
→ ?, -17%, nt
- COC(=O)C1=C(c2ccc(F)cc2OCc2ccccc2)C[C@@H]2CC[C@H]1N2C(=O)NCCc1ccc(F)cc1
→ 21µM*, nt, 0%
- Cc1nn(Cc2ccc(Cl)cc2Cl)c(Cl)c1C(=O)NC1CCCc2ccccc21 (stereo unspecified)
→ 12µM*, 11%, -2%
- C[C@]12CCC3C(CC[C@H]4C[C@@H](O)CC[C@]34C)C1C[C@@H](O)[C@]2(C)O (stereo partly specified)
→ -23%, nt, 1%
- O=[N+]([O-])c1ccc(N2CCOCC2)c2ccncc12
→ ?, -6%, -1%
- COc1cc2c(cc1OC)-c1c(OC)c(OC)cc3c1[C@H](C2)N(C)CC3
→ 16µM*, 0%, -3%
- COc1ccc(-n2c(CN3CCOCC3)nc3ccccc3c2=O)c(OC)c1
→ ?, -19%, nt
- CC(C)CCOP(N)(=O)Oc1ccccc1 (stereo unspecified)
→ -10%, 2%, nt
- Oc1c(Cl)c(Cl)cc(Cl)c1Cl
→ nt, 4%, 3%
- O=c1[nH]c(=O)n(-c2cccc(F)c2)c(O)c1/C=C1\C=Nc2ccccc21
→ -16%, 15%, nt
- CC1(C)C(C(=O)N2CCN(c3ccc(Cl)cc3)CC2)C1(C)C
→ 18µM*, -15%, nt
- CCCCn1c(O)c(C(C)=Nc2cccc(C(=O)O)c2)c(=O)[nH]c1=O
→ -5%, 1%, 4%
- Cc1c(C=C2C(=O)N(C)C(=S)N(C)C2=O)c2ccccc2n1CC(=O)NCC1CCCO1 (stereo unspecified)
→ ?, -15%, 9%
- CCC(C)n1c(O)c(C=NCC2CCCO2)c(=O)[nH]c1=S (stereo unspecified)
→ 4%, 5%, nt
- O=C1CCc2c(ccc3ccccc23)O1
→ -21%[92.5 µM], ?, 4%
- COC(=O)[C@@]1(C#N)[C@@H]2C=CC(C(C)=O)=CN2[C@@H](C(N)=O)[C@@H]1c1ccc(F)cc1
→ ?, -16%, 5%
- CCCCCCN=Cc1c(O)n(C)c(=O)n(C)c1=O
→ ?, -1%[12.8 µM], 1%
- COC(=O)C1=C(c2c(C)noc2C)C[C@@H]2CC[C@H]1N2C(=O)N1CCCCC1
→ -7%, nt, 0%
- NS(=O)(=O)O
→ nt, ?, -1%
- O=P(Oc1ccccc1)(Oc1ccccc1)N1CCN(c2ccc(F)cc2)CC1
→ ?, 21%, nt
- Cc1ccc(Cn2nnnc2CN2CCC(n3nnc4cc(C)ccc43)CC2)cc1
→ ?, -6%, 6%
- CCCCCCCCCC(=O)O[C@H]1CC[C@H]2[C@@H]3CCC4=CC(=O)CC[C@@H]4[C@H]3CC[C@]12C
→ 0%, 1%, 6%
- COC(=O)C1=C(c2ccc(OC)c(OC)c2)C[C@@H]2CC[C@H]1N2C(=O)N1CCCCC1
→ 9.2µM*, nt, 2%
- CCc1ccc(-n2c(=O)c3sc4ccccc4c3n(CC(=O)NC3CCCC3)c2=O)cc1
→ ?, nt, 4%
- Cc1[nH]c2ccc(OC(=O)N3CCOCC3)cc2c1C(=O)OC(C)C
→ ?, 5%, 4%
- O=c1c2ccccc2nc(-c2ccccc2Cl)n1-c1cccc(O)c1
→ ?, 1%, nt
- COc1ccc(NS(=O)(=O)c2ccc3c(c2)CCCN3C(=O)C2CCC2)cc1OC
→ 3.7µM*, nt, 1%
- CC(O)(CS(=O)(=O)c1ccccc1)C(=O)Nc1ccc(C(F)(F)F)cc1 (stereo unspecified)
→ -18%, 4%, 4%
- c1cc2c(c(NC3=NCCN3)c1)CCCC2
→ ?, nt, 0%
- C=C1C2CC[C@@]3(C)C(c4ccoc4)OC(=O)C[C@@]13OC1CC(=O)C(C)(C)C(C(OC(C)=O)C(=O)OC)[C@@]12C (stereo partly specified)
→ -14%, 4%, 6%

Remaining list, next part
Values run as follows: DT40 TDP1 no CPT, N370S GC, TDP1 block
- CC(C)[C@H](NC(=O)[C@H](CCC(=O)O)NC(=O)[C@H](Cc1ccccc1)NC(=O)[C@@H](C)NC(=O)[C@@H](N)Cc1ccc(O)cc1)C(=O)N[C@H](C(=O)NCC(N)=O)C(C)C
→ nt, 0%, 7%
- Cc1ccc(NC(=O)COc2ccc(-c3nn(C)c(=O)c4ccccc34)cc2)cc1
→ ?, nt, 3%
- Cc1cccc(-c2nc3ccc(C(=O)N4CCC5(CC4)OCCO5)cc3nc2-c2cccc(C)c2)c1
→ ?, ?, 5%
- COc1ccc(CNC(C)Cc2cccs2)cc1 (stereo unspecified)
→ -10%, 13%, 3%
- COc1ccccc1-n1c(O)c(/C=N/NC(=S)Nc2ccccc2)c(=O)[nH]c1=S
→ ?, -8%, nt
- CCOC(=O)c1c(C)n(Cc2ccc(F)cc2)c2ccc(O)cc12
→ ?, -2%, 6%
- CC#CP(=O)(OCC)C(O)(c1ccccc1)C(F)(F)F (stereo unspecified)
→ -17%, -5%, 0%
- CCCS(=O)(=O)N1CCC(C(=O)N2CCC3(CC2)OCCO3)CC1
→ -7%, ?, 9%
- Cc1ccc(N)cc1N
→ 6%, -14%, 2%&12%
- O=c1c2ccccc2nc(-c2ccoc2)n1-c1ccccc1Cl
→ 16µM*, nt, 1%
- Cc1cc(-c2ccccc2)cc(C)[n+]1Cc1ccccc1
→ 1.6µM*, -23%, -2%
- CC(=NCc1ccc2c(c1)OCO2)c1c(O)n(-c2ccc(C)cc2)c(=O)[nH]c1=O
→ -8%, 7%, 1%
- Oc1ccc2c3c1O[C@H]1c4[nH]c5ccccc5c4C[C@@]4(O)C(C2)N(CC2CC2)CC[C@]314
→ nt, -3%, 9%
- Cn1cccc1CNCCc1ccccc1F
→ -21%, 5%, 2%
- Cc1cc(N2CCOCC2)nc2ccc(NC(=O)CCC(=O)N3CCC4(CC3)OCCO4)cc12
→ -20%, -18%, 3%
- CCCCCl
→ -2%, 0%, 18%
- COc1nc2ccccc2nc1N1CCN(C)CC1
→ 1%, -14%, nt
- CC(C)OP(=O)(Oc1ccc(C(O)C(Cl)(Cl)Cl)cc1)OC(C)C (stereo unspecified)
→ 18µM*, -12%, 4%
